HT1080-NT tox – kills 2HG-producing HT-1080-NT fibrosarcoma cells; HT-1080-NT fibrosarcoma viability, CellTiter-Glo ATP luminescence, 48 h; Potency, µM (doses to about 46.1 µM), for inactives: at the top dose activity, negative = less viability, most hits filed as cytotoxic; 1.6% of 360,000 active;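 note: NT is the 2HG producing partner of a matched IDH1 knockdown line; potency is the fitted concentration of half-maximal effect; 0% = DMSO-treated cells and -100% = media-only wells without cells; nearly all actives have a fitted effect of over 55% in size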
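Fibrosarcoma NT cells, 750 per well in 5% FBS RPMI, were exposed to compound for 48 hours. Viability: CellTiter-Glo luminescence.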
IL1B secr inh – inflammasome signaling inhibition, IL-1 beta readout. THP-1 LPS/ATP IL-1B secretion, AlphaLISA, 16 h; active compounds read low. activity change, % at 57.5 µM. 4.7% of 360,000 active. AID 743279; in the data active = activity change below about -50%; inconclusive = mostly about -30% to -49%; note: % is set by controls: 0 for no effect and ±100 for the full control effect
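THP-1 cells pretreated 1 hr with compounds (up to 57.5 uM final), then stimulated with LPS (250 ng/mL final) plus ATP (1.25 mM final); secreted IL-1B measured by AlphaLISA after 16 hr, decreased signal indicating inhibition.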
SW480 rereplic – induces DNA re-replication in SW480 colon adenocarcinoma cells | SW480 DNA re-replication, Hoechst DNA content imaging, 48 h | AID 624297 | 1.8% of 340,000 active | Potency, µM (doses to about 46.1 µM), inactives show top-dose re-replication activation, most hits filed as activators; note: potency is the fitted concentration of half-maximal effect; % of control where 0% means no effect; nearly all actives have a fitted effect of over 55% in size
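Cells (250 per well) received 23 nL compound or DMSO by pin tool and were kept 48 hr at 37 C, 5% CO2. Nuclei were then stained with Hoechst for 40 min and scanned for DNA content.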
GLP-1R agonist – GLP-1 receptor (human) agonism | AID 624172 | 0.007% of 380,000 active | Potency, µM (highest dose often 45.6 µM), without a hit: at the top dose activation, hits mostly activators | HEK293 GLP-1R CRE-luciferase, luminescence, 4-6 h; cells express a hypersensitive GLP-1R form; note: potency is the fitted concentration of half-maximal effect; % of control where 0% means no effect
Target sequence (P43220 whole entry, looked up): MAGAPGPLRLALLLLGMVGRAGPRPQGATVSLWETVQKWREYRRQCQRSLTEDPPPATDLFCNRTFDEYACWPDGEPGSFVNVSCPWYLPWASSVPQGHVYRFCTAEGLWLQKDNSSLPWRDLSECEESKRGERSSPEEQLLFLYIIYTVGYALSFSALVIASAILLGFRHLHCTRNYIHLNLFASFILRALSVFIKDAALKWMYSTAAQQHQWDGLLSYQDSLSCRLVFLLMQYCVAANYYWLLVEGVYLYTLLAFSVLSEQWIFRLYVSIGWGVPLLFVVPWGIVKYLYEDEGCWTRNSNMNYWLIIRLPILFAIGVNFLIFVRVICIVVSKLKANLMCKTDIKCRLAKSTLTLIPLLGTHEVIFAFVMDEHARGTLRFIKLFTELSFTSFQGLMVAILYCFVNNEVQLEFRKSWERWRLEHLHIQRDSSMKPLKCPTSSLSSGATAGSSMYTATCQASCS
KB-V1 MDR tox – KB-V1 MDR subline cytotoxicity; KB-V1 MDR cells viability, CellTiter-Glo, 72 h; Potency, µM (series often up to 46.1 µM), inactives show at the highest dose activity change, negative = cytotoxicity, usual class: cytotoxic; 3.4% of 400,000 active; note: potency is the fitted concentration of half-maximal effect; % is set by controls: 0 for no effect and ±100 for the full control effect; nearly all actives have a fitted effect of over 60% in size
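Following 72 h at 37 degrees C with compound, KB-V1 cell viability was read by CellTiter-Glo luminescence, medium being phenol-red-free DMEM plus 10% FBS; concentration-response parameters came from normalized, curve-fitted qHTS data.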
HT1080 IDH1KD tx – HT-1080 IDH1 knockdown cell toxicity (counter line). HT-1080 IDH1 knockdown viability, ATP luminescence, 48 h. Potency, µM (top dose mostly 46.1 µM), without a hit: at the highest dose activity, negative = toxicity, actives largely listed as cytotoxic. 2% of 360,000 active. AID 686971;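 note: potency is the fitted concentration of half-maximal effect; 0% = DMSO wells and -100% = cell-free medium wells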
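IDH1KD HT-1080 cells, 750/well, RPMI + 5% FBS; compound pinned after 2 h settling; 48 h, 37 °C; CellTiter-Glo luminescence; % activity normalised to DMSO and no-cell wells; curves fitted, classed by r2 and efficacy.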
DRD3 agonist – D3 dopamine receptor (human) agonism; P35462; D3R DiscoveRx beta-arrestin cells, luminescence, 90 min; max activation, %; 0.58% of 410,000 active; AID 652048; in the data active = max activation above about 30%; note: 0% is about no effect; mostly tested at two doses, the higher about 12 µM
Target sequence (P35462 whole entry, looked up): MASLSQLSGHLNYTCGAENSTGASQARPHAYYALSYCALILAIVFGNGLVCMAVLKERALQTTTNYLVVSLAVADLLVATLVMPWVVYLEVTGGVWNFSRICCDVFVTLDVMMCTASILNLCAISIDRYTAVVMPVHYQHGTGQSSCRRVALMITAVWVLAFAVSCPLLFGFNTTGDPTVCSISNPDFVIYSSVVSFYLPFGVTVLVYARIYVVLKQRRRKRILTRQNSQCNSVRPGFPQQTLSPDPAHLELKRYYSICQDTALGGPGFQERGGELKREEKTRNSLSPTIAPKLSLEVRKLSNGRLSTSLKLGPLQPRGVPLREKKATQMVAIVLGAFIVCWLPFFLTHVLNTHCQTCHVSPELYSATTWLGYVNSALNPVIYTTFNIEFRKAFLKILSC
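Agonist-mode cell screen: cells plated at 1500/well and incubated overnight at 37 °C, then exposed to library compounds for 90 min at 37 °C. Detection reagent was added for 30–60 min at room temperature, and luminescence was read.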
KB-3-1 cytotox – KB-3-1 parental cell cytotoxicity; KB-3-1 viability, CellTiter-Glo ATP luminescence, 72 h; Potency, µM (top dose mostly 46.1 µM), for inactives: at the top dose activity change, negative = cytotoxic, hits mostly cytotoxic; 1.4% of 400,000 active; AID 1347075; note: potency is the fitted concentration of half-maximal effect; % is set by controls: 0 for no effect and ±100 for the full control effect; nearly all actives have a fitted effect of over 60% in size
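KB-3-1 parental drug-naive adenocarcinoma cells in DMEM/10% FBS, incubated 72 h at 37 C with pin-transferred compounds across a concentration series. Viability by CellTiter-Glo luminescence; concentration-response curves fitted after normalization.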
D3 antag – antagonists of human D3 dopamine receptor | AID 652054 | D3R cells, DiscoveRx beta-arrestin luminescence, antagonist mode; active compounds read low | P35462 | 2.5% of 360,000 active | max response, negative = inhibition, %; in the data active = max response below about -50%; inconclusive = no clear call, values can overlap the other calls; note: % is set by controls: 0 for no effect and ±100 for the full control effect; mostly tested at two doses, the higher about 12 µM
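Cells expressing the human receptor were seeded at 1500 cells/well, incubated overnight at 37 degrees C in 5% CO2, then exposed to library compounds with dopamine controls for 90 minutes at 37 degrees C before luminescent detection.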
The depositor's hits bear a star; ? = inconclusive; / = not tested or not shown; & = joins results of further samples; ! = repeats disagree; [ ] = dose if it differs, or a comment. Unless noted, calls come from the whole dose curve; as a rule, active = well fitted curve in the direction sought with a large enough effect; inconclusive = small, poorly fitted or top-dose-only effect, or another doubt; inactive = no such curve, though single readings can be large; an effect the other way counts as inactive or inconclusive.

SMILES	HT1080-NT tox	IL1B secr inh	SW480 rereplic	GLP-1R agonist	KB-V1 MDR tox	HT1080 IDH1KD tx	DRD3 agonist	KB-3-1 cytotox	D3 antag
O=C(NNc1ncnc2c1cnn2-c1cccc(Cl)c1)c1ccco1	?	-11	21µM*	4%	0%	-9%	11	21%	5
CC(NC(=O)c1ccc(N(C)C)cc1)C1CC2CCC1C2 (stereo not drawn)	-2%	-2	-1%	0%	9%	-1%	-10	-2%	?
O=C(Nc1ccccc1)N(CCN1CCOCC1)Cc1cccc(Cl)c1	-4%	-14	6%	-6%	?	25%	-17	-9%	?
Cc1cc(=O)[nH]c(-n2[nH]c(C)cc2=O)n1	-5%	16	?	1%	4%	-1%	-3	-6%	?
Nc1ccc(C(=O)NCCCSc2ccccc2)cc1[N+](=O)[O-]	-19%	2	-6%	17%	-3%	-25%	-3	?	-3
COCCNC(=S)N(C)C1(c2ccccc2Cl)CCCCC1=O (stereo not drawn)	-1%	-11	-7%	7%	-4%	7%	3	-1%	10
Cc1ccc(C(=O)OCC(=O)Nc2ccc(N(C)C)cc2)cc1NC(=O)c1ccco1	0%	20	-5%	7%	9%	6%	1	?	-17
O=C(Nc1c(F)c(F)c(F)c(F)c1F)C1CCCCC1	-9%	7	-1%	-2%	7%	3%	6	20%	24
O=C(CCCN1C(=O)/C(=C/c2cccc(Br)c2)SC1=S)Nc1ccccn1	0%	?	?	-14%	15µM*	7%	0	5.8µM*	?
S=C1NCCc2ccccc2C1c1ccccc1 (stereo not drawn)	-1%	7	-7%	1%	-3%	-5%	5	-3%	?
O=C(O)Cc1nc2nc3c(c(=O)n2[nH]1)CCCC3	-5%	11	-5%	0%	?	-5%	-25	-1%	-12
CCC(CC)C(=O)Nc1c2c(nn1-c1ccc(F)cc1)CS(=O)(=O)C2	9%	5	1%	7%	4%	10%	-3	1%	10
COCCNc1ncnc2c1ncn2[C@H]1CN(CCOC)C[C@@H](CO)O1	?	-15	/	-4%	2%	14%	0	0%	0
CCOC(=O)CSc1nc2cc(C(=O)N3CCCC3)ccc2c(=O)n1Cc1ccccc1	3%	-13	0%	26%	?	11%	4	0%	24
CCOc1ccc(CN(C)C(=O)CCl)cc1	?	-102*	16µM*	-3%	?	?	1	?	-13
CC(C)C(=O)NCCc1nc2ccccc2n1CCCOc1ccc(Cl)cc1	-6%	?	4%	8%	0%	-27%	-1	-2%	3
CCN(CC(=O)NC1CC1)S(=O)(=O)c1ccc(C)cc1	3%	-22	21%	-4%	-1%	3%	2	10%	3
CSc1ccc(Cl)c(C(=O)NCCCn2ccnc2)c1	-1%	-3	-10%	4%	-3%	-4%	-5	12%	-6
Cc1ccc(C(C)C)cc1OCC(=O)NCCCn1ccnc1	20%	2	17%	7%	-3%	20%	-30	32%	?
CCOc1cc(C(=O)NCc2ccc(F)cc2)ccc1OCC(=O)N1CCCCC1	2%	0	-8%	3%	?	4%	1	7%	7
CCN(CC(=O)Nc1ccc(NC(C)=O)cc1)C(=O)C1CC(=O)N(CCc2ccc(OC)c(OC)c2)C1 (stereo not drawn)	12%	4	-7%	-1%	26%	8%	1	-7%	20
COCC(=O)OCc1cc2cccc(C)c2[nH]c1=O	17%	13	22%	4%	-4%	3%	-17	-3%	-6
COc1ccc(S(=O)(=O)N2CCCCCC2)cc1C(=O)NCc1ccc(C)cc1	-4%	-4	-1%	-4%	-9%	-9%	1	-4%	16
Nc1c(C(=O)N2CCCC2)sc2nc3c(cc12)CCCCCC3	7%	-19	6%	2%	?	3%	2	17%	-19
COc1ccc(/C=N/N2C(C)CCCC2C)cc1O (stereo not drawn)	6%	45	-3%	0%	19%	2%	-20	5%	11
Cc1cccc(C)c1NC(=O)CSc1n[nH]c(=O)n1C1CC1	1%	15	?	11%	20%	0%	0	-1%	0
CC(NC(=O)c1c(O)c2ccccc2n(C)c1=O)c1ccccc1 (stereo not drawn)	-17%	28	23µM*	5%	?	-7%	-17	?	0
O=c1cc(-c2ccc(OCc3ccccc3)cc2)oc2cc(OCc3ccccc3)cc(OCc3ccccc3)c12	18%	11	1%	-1%	23%	12%	-5	4%	20
COc1ccc(Nc2cccc(Cl)c2)c(C(=O)O)c1	-11%	41	/	-3%	-23%	-15%	1	0%	12
CC(C)(C)Cc1c(-c2cccc(Cl)c2)nc2ccc(Br)cn12	3%	?	/	12%	21%	-6%	-16	-3%	-109*
CC(=O)Nc1nnc(-c2ccc(Cl)s2)o1	1%	6	-8%	-2%	1%	1%	-11	5%	?
CC(=O)Nc1sc2c(c1C#N)CCN(Cc1ccccc1)C2	-1%	-20	-4%	0%	0%	-12%	9	1%	-5
CC(C)(C)NC(=S)NCc1ccc2c(c1)OCO2	8%	14	-1%	-10%	4%	7%	-1	1%	-15
CCOc1ccc(NC(=O)C2CCCN(S(=O)(=O)c3cccc4nsnc34)C2)cc1 (stereo not drawn)	15%	13	5%	0%	?	5%	3	-14%	-4
CN(C)S(=O)(=O)c1ccc(Cl)c(NC(=O)CN2CCCC2)c1	8%	20	-4%	10%	7%	18%	-15	-13%	-9
CCOC(=O)N1CCN(C(=O)COC(=O)CNC(=O)c2ccc(C)cc2)CC1	6%	7	0%	-8%	11%	1%	4	18%	-17
CC(C)c1c(O)nc(SCCN(C)C)[nH]c1=O	5%	4	2%	-5%	0%	3%	5	1%	-14
O=C(CCc1nnc(CCCCc2ccccc2)o1)N1CCCC(O)C1 (stereo not drawn)	9%	0	-1%	9%	4%	1%	-1	4%	-5
COc1ccccc1-c1cccc([C@@H]2C[C@H]3[C@@H](CN2)CON3C)c1	1%	0	-2%[9.22 µM]	1%	14%	9%	-8	1%	9
NC(=O)CC(NC(=S)NCc1ccccc1)C(=O)O (stereo not drawn)	-4%	-5	-1%	1%	10%	9%	-4	0%	8
CC1CCCC(NC(=O)CSc2nncs2)C1C (stereo not drawn)	2%	14	1%	8%	15%	15%	0	-4%	2
FC(F)(F)c1cccc(NC(=S)NNC(=S)NCc2ccccc2)c1	?	-15	-12%	2%	?	-8%	-27	1%	-20
CCn1c(Cc2cccs2)nnc1SCC(=O)NC1CC1	0%	2	2%	12%	-2%	-1%	5	1%	-4
CC1CCCN(C(=O)CSc2nnc(-c3ccc(O)cc3)o2)C1 (stereo not drawn)	19%	-3	-7%	13%	-10%	-12%	-16	32%	-24
O=C(O)c1cccc(Cn2c(Cl)c(/C=N/Nc3ccccc3)sc2=O)c1	?	0	-3%	-1%	?	5.8µM*	2	7%	-22
Cc1ccnc2nc(C(=O)Nc3nnc(-c4ccccc4)o3)nn12	8%	-4	-6%	2%	?	20%	-3	-13%	-11
CC(=NO)c1cc(Br)c2cccc3c2c1CC3	-2%	-9	/	24%	-20%	8%	4	7%	30
Cc1cc(=O)oc2c(C)c(OCC(=O)NCc3ccccn3)ccc12	7%	5	?	7%	?	4%	3	6%	11
O=C(COC(=O)c1ccc(O)cc1)Nc1cc(S(=O)(=O)N2CCOCC2)ccc1Cl	-4%	-15	17%	9%	-10%	-5%	3	7%	1
Cc1cc(NCCCN(C)C)n2nc(-c3cccs3)cc2n1	-4%	-109*	-6%	-8%	-19%	1%[9.24 µM]	-15	12%	0
Cc1cc(C)nc(Nc2ncc(O)n2-c2ccc(C)c(Cl)c2)n1	16%	-25	-11%	5%	-10%	14%	0	11%	12
CCn1cc(C(=O)OCC(=O)c2cc(C)n(-c3ccccc3)c2C)c(=O)c2ccc(C)nc21	-14%	11	0%	2%	-2%	-11%	-5	9%	-19
COc1ccc(N(CC(=O)NCc2ccccc2)S(=O)(=O)c2c(C)nn(C)c2C)cc1	0%	21	-7%	-4%	-8%	-13%	2	16%	-25
CCN(CC)C(=O)[C@H]1CC(CC(=O)NCCCn2ccnc2)C(=O)N2CCc3c([nH]c4ccc(OC)cc34)[C@]12C (stereo partly drawn)	17%	-11	-8%	-2%	-1%	10%	28	2%	2
O=[N+]([O-])c1ccc(N2CCN(S(=O)(=O)c3ccccc3[N+](=O)[O-])CC2)cc1N1CCc2ccccc2C1	0%	4	1%	4%	-28%	-19%	-10	?	-5
Cc1ccc(C)c(NC(=O)CCN2CC(C)OC(C)C2)c1 (stereo not drawn)	8%	2	0%	-1%	1%	11%	-8	5%	-1
Nc1ccc(N2CCOCC2)c(S(=O)(=O)Nc2ccccc2Cl)c1	1%	8	-15%	14%	?	4%	7	5%	5
CC(C)NC(=O)/C(=N\O)c1ccccc1	-2%	-6	1%	-10%	0%	7%	-1	0%	10
CCN1CCCC1CNC(=O)CSc1cc(=O)n(CC)c2ccccc12 (stereo not drawn)	9%	-8	1%	-13%	1%	4%	-6	?	-23
Nc1nc(NC(=O)c2cccs2)nn1-c1ccccc1	1%	-1	2%	6%	-5%	2%	-12	18%	-1
CC(=O)C1=CCC(c2ccc(Cl)cc2)N(S(=O)(=O)c2ccc(C)cc2)C1 (stereo not drawn)	-29%&-24%	-57*!	/	4%&1%	?	-26%&-18%	-7&6	-5%&0%	-4&11

3 compounds drawn at random from those above, as already listed:
SMILES	HT1080-NT tox	IL1B secr inh	SW480 rereplic	GLP-1R agonist	KB-V1 MDR tox	HT1080 IDH1KD tx	DRD3 agonist	KB-3-1 cytotox	D3 antag
CC(C)(C)Cc1c(-c2cccc(Cl)c2)nc2ccc(Br)cn12	3%	?	/	12%	21%	-6%	-16	-3%	-109*
Cc1cc(NCCCN(C)C)n2nc(-c3cccs3)cc2n1	-4%	-109*	-6%	-8%	-19%	1%[9.24 µM]	-15	12%	0
CC(=O)Nc1sc2c(c1C#N)CCN(Cc1ccccc1)C2	-1%	-20	-4%	0%	0%	-12%	9	1%	-5

High-throughput results as filed in PubChem BioAssay.
